NCI-60 one-dose screen, 48 h, at 10 µM unless noted. Numbers give growth in % (100 = growth as untreated, 0 = no growth, -100 = all killed).
HOP-62 = HOP-62 NSCLC; actives 3.9% (n = 80,000); AID 1794735
RPMI-8226 = RPMI-8226 leukemia cells. actives 7.5% (n = 77,000). AID 1794781
UACC-62 = UACC-62 melanoma | actives 5.4% (n = 81,000) | AID 1794756
A549/ATCC = A549/ATCC NSCLC; actives 3.7% (n = 81,000); AID 1794740
CCRF-CEM = CCRF-CEM leukemia. actives 7% (n = 77,000). AID 1794778
M14 = M14 melanoma. AID 1794745. actives 6.2% (n = 80,000)
EKVX = EKVX NSCLC. AID 1794765. actives 3% (n = 71,000)
HOP-92 = HOP-92 NSCLC cells | actives 6.3% (n = 71,000)
An asterisk follows results filed as active; nt = not tested or not shown. Rule for the calls: active = growth percent below 10; inactive = the rest.

1. CC(C)C[C@@H]1OC(=O)CCCCNC(=O)[C@H](Cc2ccccc2)N(C)C(=O)[C@H](C(C)C)N(C)C(=O)[C@H](Cc2ccccc2)NC(=O)[C@@H]2CCCN2C1=O
2. CCOCCOC(=O)c1ccccc1OCc1ccccc1
3. NS(=O)(=O)Oc1ccc2c(c1)O/C(=C\c1ccc(-c3ccccn3)cc1)C2=O
4. O=S(=O)(OCCCCOS(=O)(=O)c1ccc(Br)cc1Br)c1ccc(Br)cc1Br
5. CCc1ccccc1-n1c(N)c(C#N)c(-c2ccc(Cl)cc2)c(C#N)c1=O

assay / compound	1	2	3	4	5
HOP-62	68	92	77	105	101
RPMI-8226	85	104	92	111	84
UACC-62	77	nt	93	103	99
A549/ATCC	72	92	86	93	117
CCRF-CEM	88	107	102	nt	-18*
M14	84	104	92	102	104
EKVX	84	103	91	95	98
HOP-92	62	103	99	111	80

6. O=C(C[n+]1cccc2cc[nH]c21)c1ccc(O)c(O)c1
7. c1ccc(COc2nc(N3CCOCC3)nc3cc(NCc4cccnc4)ccc23)cc1
8. COC(=O)[C@H](O)[C@H]1C(C)(C)[C@H](OC(C)=O)C2CC3=C4CC(=O)O[C@@H](c5ccoc5)[C@]4(C)CC[C@@H]3[C@@]1(C)C2=O
9. CC(=O)c1ccc(NC(=O)Cn2c(Sc3nc(-c4ccccc4)c(C#N)c(=O)[nH]3)nc3c2c(=O)n(C)c(=O)n3C)cc1
10. O=C(CSc1nc2ccccc2c(=O)n1-c1ccccc1)c1cc2cc(Br)ccc2oc1=O

assay / compound	6	7	8	9	10
HOP-62	100	88	90	99	78
RPMI-8226	nt	58	100	103	82
UACC-62	95	97	91	91	88
A549/ATCC	118	69	89	103	85
CCRF-CEM	99	78	98	104	84
M14	94	88	96	104	92
EKVX	99	78	97	98	95
HOP-92	105	56	85	108	67

11. COc1ccc(C(=O)NNC(=O)c2ccc3ccccc3c2)cc1
12. CC(C)=CC=C(C)C
13. COc1ccc(-c2oncc2-c2cc(OC)c3c(c2)OCO3)cc1
14. COc1ccc(-c2cc(-c3cccnc3)nc(SCC(=O)Nc3ccc(C)cc3)c2C#N)cc1OC
15. ClCC1COC2(CCCC2)O1 (configuration not stated)

assay / compound	11	12	13	14	15
HOP-62	99	116	33	95	103
RPMI-8226	96	108	24	100	105
UACC-62	100	111	51	104	99
A549/ATCC	93	104	28	100	94
CCRF-CEM	99	106	16	100	nt
M14	109	107	13	113	101
EKVX	112	106	nt	nt	nt
HOP-92	111	nt	-3.7*	107	nt

16. O=c1c2ccccc2oc2ccc(OCCCCCCN3CCCCCC3)cc12
17. N#CC(C#N)=NO
18. C/C=C\C1(/C=C/C)C(=O)OC(=O)C1(/C=C/C)/C=C/C (configuration not stated)
19. COc1ccc(-c2cc(-c3cccnc3)nc(OCC#N)c2C#N)cc1OC
20. CCn1c(=O)cc(-n2nncc2COc2ccc(C=O)cc2)c2ccccc21

assay / compound	16	17	18	19	20
HOP-62	74	86	97	84	110
RPMI-8226	13	101	107	96	111
UACC-62	-53*	102	98	91	105
A549/ATCC	40	73	100	89	104
CCRF-CEM	43	87	104	96	99
M14	-32*	110	105	104	107
EKVX	63	92	109	95	98
HOP-92	75	94	nt	60	97

21. CN(C)C(=O)c1cc2cnc(Nc3ccc(-c4csc5c(=O)cc(N6CCOCC6)oc45)cc3)nc2n1C1CCCC1
22. CCCn1cc2c(=O)nc3sc(Cc4ccccc4)c(C)n3c2n1
23. COc1cc(C2SCC(=O)N2NC(=O)CCC(=O)c2nc3ncccc3[nH]2)cc(OC)c1OC (configuration not stated)
24. Cc1c(O)c(=O)ccn1Cc1ccccc1
25. Cc1cc(Nc2nc(-c3cccnc3)nc3ccccc23)n[nH]1

assay / compound	21	22	23	24	25
HOP-62	-30*	102	90	44	64
RPMI-8226	-47*	99	97	99	99
UACC-62	-70*	95	94	92	49
A549/ATCC	-37*	84	94	63	19
CCRF-CEM	-14*	92	112	79	57
M14	-73*	112	103	68	73
EKVX	-20*	104	80	58	nt
HOP-92	-3.7*	88	105	104	55

An excerpt of these results, with values under each structure.
Order of values – HOP-62, RPMI-8226, UACC-62, A549/ATCC, CCRF-CEM, M14, EKVX, HOP-92
5	CCc1ccccc1-n1c(N)c(C#N)c(-c2ccc(Cl)cc2)c(C#N)c1=O
  101, 84, 99, 117, -18*, 104, 98, 80
6	O=C(C[n+]1cccc2cc[nH]c21)c1ccc(O)c(O)c1
  100, nt, 95, 118, 99, 94, 99, 105
7	c1ccc(COc2nc(N3CCOCC3)nc3cc(NCc4cccnc4)ccc23)cc1
  88, 58, 97, 69, 78, 88, 78, 56
8	COC(=O)[C@H](O)[C@H]1C(C)(C)[C@H](OC(C)=O)C2CC3=C4CC(=O)O[C@@H](c5ccoc5)[C@]4(C)CC[C@@H]3[C@@]1(C)C2=O
  90, 100, 91, 89, 98, 96, 97, 85
9	CC(=O)c1ccc(NC(=O)Cn2c(Sc3nc(-c4ccccc4)c(C#N)c(=O)[nH]3)nc3c2c(=O)n(C)c(=O)n3C)cc1
  99, 103, 91, 103, 104, 104, 98, 108
10	O=C(CSc1nc2ccccc2c(=O)n1-c1ccccc1)c1cc2cc(Br)ccc2oc1=O
  78, 82, 88, 85, 84, 92, 95, 67
11	COc1ccc(C(=O)NNC(=O)c2ccc3ccccc3c2)cc1
  99, 96, 100, 93, 99, 109, 112, 111
12	CC(C)=CC=C(C)C
  116, 108, 111, 104, 106, 107, 106, nt
13	COc1ccc(-c2oncc2-c2cc(OC)c3c(c2)OCO3)cc1
  33, 24, 51, 28, 16, 13, nt, -3.7*
14	COc1ccc(-c2cc(-c3cccnc3)nc(SCC(=O)Nc3ccc(C)cc3)c2C#N)cc1OC
  95, 100, 104, 100, 100, 113, nt, 107
15	ClCC1COC2(CCCC2)O1 (configuration not stated)
  103, 105, 99, 94, nt, 101, nt, nt
16	O=c1c2ccccc2oc2ccc(OCCCCCCN3CCCCCC3)cc12
  74, 13, -53*, 40, 43, -32*, 63, 75
17	N#CC(C#N)=NO
  86, 101, 102, 73, 87, 110, 92, 94
18	C/C=C\C1(/C=C/C)C(=O)OC(=O)C1(/C=C/C)/C=C/C (configuration not stated)
  97, 107, 98, 100, 104, 105, 109, nt
19	COc1ccc(-c2cc(-c3cccnc3)nc(OCC#N)c2C#N)cc1OC
  84, 96, 91, 89, 96, 104, 95, 60

The list continues.
26. O=S(=O)(Oc1ccc(-c2nnc(Nc3ccccc3)s2)cc1)C(F)(F)C(F)(F)C(F)(F)C(F)(F)C(F)(F)C(F)(F)F
27. O=C1CC(c2cccc(F)c2)c2snc(-c3cccc(F)c3)c2N1 (configuration not stated)
28. O=S(=O)(NCCNc1nccc(-c2c(-c3cccc(F)c3)nc3occn23)n1)c1ccccc1
29. N#Cc1ccc(C(=O)CSc2nc3c(c(Nc4cccc(S(N)(=O)=O)c4)n2)CCC3)cc1
30. Nc1c(Br)cc2c([nH]c(=O)c3ccccc32)c1Br

assay / compound	26	27	28	29	30
HOP-62	103	92	81	98	nt
RPMI-8226	105	95	56	86	nt
UACC-62	91	87	64	74	88
A549/ATCC	101	84	48	105	97
CCRF-CEM	102	90	55	79	87
M14	nt	97	67	103	105
EKVX	99	nt	77	102	46
HOP-92	101	nt	64	61	81

31. CCc1ccc(C2C3=C(NC(C)(C)NC3Nc3cccnc3)OC2C(=O)c2ccc(N=[N+]=[N-])cc2)cc1 (configuration not stated)
32. O=C1C(c2c[nH]c3ccccc23)=C(c2c[nH]c3ncccc23)C(=O)N1O
33. C/C(=N/O)c1ccc(N2C(=O)C3CC=CCC3C2=O)cc1 (configuration not stated)
34. c1ccc(N(c2ccccc2)c2ccccc2)cc1
35. Nc1cc(N)c(N)cc1N

assay / compound	31	32	33	34	35
HOP-62	102	75	104	nt	58
RPMI-8226	105	85	104	100	90
UACC-62	98	89	94	104	-40*
A549/ATCC	109	87	98	99	88
CCRF-CEM	100	78	101	98	90
M14	102	94	103	100	nt
EKVX	105	87	95	101	58
HOP-92	99	73	95	112	115

36. C#Cc1ccc(NC(=O)c2ccc(/C=C/C(=O)c3nccn3C)cc2)cc1
37. OCCN(CCO)c1ccc2c(c1)Cc1ccccc1-2
38. C/C(=N\N=C(/C)c1cccc([N+](=O)[O-])c1)c1cccc([N+](=O)[O-])c1
39. C[n+]1ccccc1/C=C/c1ccc2cccc(O)c2n1
40. O=c1c2ccccc2nnn1N1CCOCC1

assay / compound	36	37	38	39	40
HOP-62	-47*	58	74	91	94
RPMI-8226	-26*	111	88	105	74
UACC-62	-51*	91	93	105	90
A549/ATCC	-0.4*	63	79	9.6*	105
CCRF-CEM	-9.2*	106	96	103	98
M14	-70*	98	-36*	103	94
EKVX	-75*	72	nt	32	106
HOP-92	-25*	99	88	106	51

41. NCCCN1CCCC1=O
42. CC(C)[O-].CC(C)[O-].CN(CCN(C)Cc1cc(F)cc(F)c1[O-])Cc1cc(F)cc(F)c1[O-].[Ti+4]
43. CCCC1N=C(N)N=C(N)N1c1ccc(OC)cc1 (configuration not stated)
44. c1csc([C@@H](CC2CCCCC2)c2ccc3ccccc3c2)c1
45. O=c1[nH]nc(-c2ccccc2)cc1Cc1cc2ccccc2[nH]c1=O

assay / compound	41	42	43	44	45
HOP-62	112	-5.6*	83	99	86
RPMI-8226	107	33	96	108	78
UACC-62	96	-23*	98	109	89
A549/ATCC	91	2.0*	69	97	95
CCRF-CEM	114	16	91	106	94
M14	113	-42*	96	101	93
EKVX	122	-8.9*	102	93	78
HOP-92	105	nt	69	115	51

46. O=C(Nc1ccc(C2=NCCN2)cc1)c1cccc(NC(=S)Nc2ccc(C3=NCCN3)cc2)c1
47. COC(=O)c1ccc2c(c1)n(Cc1ccc3ccccc3c1)c[n+]2Cc1ccc2ccccc2c1
48. NS(N)(=O)=O
49. Brc1c(SCc2ccccc2)ncnc1SCc1ccccc1
50. O=C(O)c1ccc(-c2nn(-c3ccc(C(F)(F)F)cc3)cc2/C=N/Nc2cccc(F)c2)cc1

assay / compound	46	47	48	49	50
HOP-62	100	64	116	94	117
RPMI-8226	nt	-5.1*	104	98	70
UACC-62	100	-16*	nt	85	84
A549/ATCC	103	75	109	71	66
CCRF-CEM	113	28	102	83	60
M14	95	14	106	96	76
EKVX	108	71	nt	100	70
HOP-92	94	-11*	nt	102	130

51. Cc1nnc(NS(=O)(=O)c2ccc(N3C(N)=NC(N)=NC34CCCCC4)cc2)s1
52. Cn1ccnc1C(=O)/C=C/c1ccc(CC(=O)Nc2ccc(C(F)(F)F)cc2)cc1
53. COc1ncc2cc1NS(=O)(=O)c1cccc(c1)C(=O)NCC1=CC=C(S1)c1ncnc3c1SC2=C3C
54. CN1C[C@@H](c2ccc(Cl)cc2)[C@]2(NC(=S)N(c3ccc(F)cc3)C2=O)[C@@]12C(=O)Nc1ccc(Br)cc12
55. CCC(Br)C(=O)Nc1ccccc1C (configuration not stated)

assay / compound	51	52	53	54	55
HOP-62	97	-34*	4.4*	76	101
RPMI-8226	107	3.1*	-31*	28	103
UACC-62	98	28	-47*	73	94
A549/ATCC	96	6.4*	1.4*	49	nt
CCRF-CEM	102	8.6*	-0.8*	34	104
M14	100	21	-44*	49	95
EKVX	105	15	-16*	69	93
HOP-92	93	38	-17*	28	79

56. COc1ccc(-c2cc(C(=O)N=Nc3c(O)[nH]c4ccccc34)no2)cc1
57. Nc1nc(N)nc(-c2ccccc2)n1
58. O=C(c1ccc2c(c1)C(=O)NC2=O)c1ccc2c(c1)C(=O)NC2=O
59. CC(Sc1ccccc1)C(=O)O (configuration not stated)
60. CCCCCCCCCCCCCCCCCCOc1cccc(CC(=O)OCCC[N+](C)(C)C)c1

assay / compound	56	57	58	59	60
HOP-62	92	100	101	83	84
RPMI-8226	97	104	108	117	60
UACC-62	100	102	102	95	70
A549/ATCC	107	101	105	99	84
CCRF-CEM	101	102	nt	94	65
M14	101	98	113	95	56
EKVX	97	nt	nt	94	95
HOP-92	100	98	105	97	78

61. COc1cnc2c(c1)C(=O)c1c-2n(CCCNCCO)c(=O)c2ccncc12
62. N#Cc1nc(-c2cccc([N+](=O)[O-])c2)cc(-c2ccc(Nc3nc(N4CCCCC4)nc(N4CCCCC4)n3)cc2)c1N
63. N#Cc1c(-c2ccccc2)cc(-c2ccccc2)n(CCCCCC(=O)NO)c1=O
64. C=CCOC(=O)C1=C(C)NC2=C(C(=O)CC(c3ccccc3)C2)C1c1cc(OC)ccc1OC (configuration not stated)
65. Cc1cc(N)c(S(=O)(=O)NO)cc1Cl

assay / compound	61	62	63	64	65
HOP-62	9.4*	100	96	93	109
RPMI-8226	-4.0*	102	74	86	99
UACC-62	-49*	89	68	61	114
A549/ATCC	7.9*	91	97	93	113
CCRF-CEM	11	83	73	99	96
M14	-1.3*	101	81	99	96
EKVX	20	92	91	88	106
HOP-92	21	121	94	53	100

66. CC(C)=NNc1ncnc2c1ncn2C1OC(CO)C(O)C1O (configuration not stated)
67. O=C(c1cc(Cl)ccc1O)C(Br)C(Br)c1ccccc1 (configuration not stated)
68. O=C(Nc1ccc(-c2ccccc2)cc1)C(F)(F)F
69. CCN(Cc1ccc(CN(CC)C(=O)C(Br)Br)cc1)C(=O)C(Br)Br
70. CCOC(=O)c1no[n+]([O-])c1C(=O)OCC

assay / compound	66	67	68	69	70
HOP-62	7.1*	91	106	75	100
RPMI-8226	nt	95	95	14	96
UACC-62	35	89	101	18	102
A549/ATCC	14	100	100	25	101
CCRF-CEM	36	94	nt	25	91
M14	36	108	104	25	103
EKVX	44	67	107	31	nt
HOP-92	nt	89	103	61	73

71. COc1cc(C=O)ccc1OC1OC(COC(C)=O)C(OC(C)=O)C(OC(C)=O)C1OC(C)=O (configuration not stated)
72. Nc1nc(-c2ccccc2)c(N=Nc2ccc(Cl)cc2)s1
73. N=C(N)SCc1cc2c(cc1Cl)OCO2
74. COc1ccc(C(=O)C[n+]2cccc3c4ccccc4ccc32)cc1

assay / compound	71	72	73	74
HOP-62	94	99	66	44
RPMI-8226	92	95	90	25
UACC-62	100	83	86	56
A549/ATCC	95	96	80	38
CCRF-CEM	55	92	71	53
M14	97	101	97	39
EKVX	100	89	100	43
HOP-92	89	96	73	12

Hits appear at their usual frequency, and some 12% of all compounds hit somewhere here.
